P. falciparum M1AAP = P. falciparum M1AAP inhibitors, biochemical, fluorogenic H-Leu-NHMec substrate, 1536-well (AID 1445). recombinant M1AAP, H-Leu-NHMec fluorogenic kinetic assay; higher % means a stronger effect. inhibition, % at 30 µM; hits with a dose series show IC50 in µM. actives 0.42% (n = 220,000);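 active means primary inhibition above the hit cutoff, then over 50% inhibition at one or more dose response concentrations, cut at about 23% in these data, passing the limit was not always enough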;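 further: plate controls were DMSO full reaction for no effect and no enzyme background for full effect; strong numbers were not always called active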
Yfh1-off respiration = enhancers of respiration in Yfh1-depleted yeast, dose response, Friedreich's ataxia, plus single-dose screen (AID 1465); one-dose fold induction at 50 µM; EC50 in µM for titrated hits; actives 0.074% (n = 220,000); S. cerevisiae Yfh1-off respiration, WST-1 reduction, 72 h; higher fold induction means a stronger effect;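 active means fold induction of absorbance versus untreated yeast above a set limit, then at least 30% activation at any dose in follow-up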;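 further: activators that raise dye reduction in frataxin-depleted yeast; strong numbers were not always called active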
P. falciparum M17LAP = P. falciparum M17LAP inhibitors, primary screen, biochemical, fluorogenic H-Leu-NHMec substrate, 1536-well (AID 1619). Leucine aminopeptidase (Plasmodium falciparum (isolate 3D7)). actives 0.38% (n = 220,000). inhibition, % at 30 µM, or IC50 in µM where a hit was titrated. recombinant M17LAP, H-Leu-NHMec fluorogenic kinetic assay; higher % means a stronger effect;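 active means compound inhibiting the enzyme by more than half at any dose during confirmatory dose-response retesting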;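 further: plate controls were full reaction with DMSO carrier for no effect and no enzyme background for full effect; strong numbers were not always called active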
XIAP antagonists = XIAP antagonists, biochemical, IAP family, fluorescence polarization (AID 1018). XIAP BIR domain, fluorescence polarization peptide displacement; higher % means a stronger effect. actives 0.007% (n = 200,000). E3 ubiquitin-protein ligase XIAP (Homo sapiens). one-dose displacement, % at 20 µM; IC50 in µM for titrated hits; in the data active means displacement above about 50%; further: a part of the inactive calls stands beside numbers as strong as those of hits
TNAP activation fold = human TNAP enzyme activators, primary screen, biochemical, luminescent, no phosphate acceptor, uHTS (AID 1001); activation fold at 20 µM, or EC50 in µM where a hit was titrated; purified TNAP, luminescent activation assay, no phosphate acceptor; higher activation fold means a stronger effect; Alkaline phosphatase, tissue-nonspecific isozyme (Homo sapiens); actives 0.03% (n = 200,000); in the data active means activation fold from about 3, or a potency from the dose series; inactive means the rest, 99 in 100 with activation fold below about 1.6; further: many of its hits are not listed in these tables
human PMI inhibition = inhibitors of human PMI, primary screen, biochemical, fluorescence intensity, coupled assay (AID 1209); purified PMI enzyme, coupled fluorescence intensity; higher % means a stronger effect; inhibition, % at 20 µM, or IC50 in µM where a hit was titrated; actives 0.42% (n = 190,000);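 further: plate controls were DMSO vehicle for no effect and wells lacking substrate for full effect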
human PMI inhibitors = human PMI inhibitors, high substrate, primary screen, biochemical, fluorescence intensity, high mannose 6-phosphate (AID 1220); Mannose-6-phosphate isomerase (Homo sapiens); recombinant PMI enzyme, coupled fluorescence intensity; higher % means a stronger effect; inhibition, % at 20 µM, or IC50 in µM where a hit was titrated; actives 0.66% (n = 190,000)
WT yeast gro inh = growth inhibition of WT strain, primary screen, mitochondrial fusion inhibitor project, WT and mutant strains, chemical genetic; mitochondrial fusion phenotypic screen; actives 2.1% (n = 190,000); inhibition, % at 10 µM; in the data active means inhibition above about 58%; tested in S. cerevisiae
LYP inhibition = inhibitors of LYP phosphatase, biochemical, fluorescence intensity, uHTS (AID 1779); Tyrosine-protein phosphatase non-receptor type 22 (Homo sapiens); recombinant LYP phosphatase, fluorescence intensity; higher % means a stronger effect; inhibition, % at 11.5 µM, or IC50 in µM where a hit was titrated; actives 0.054% (n = 290,000);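 further: plate controls were vehicle with enzyme for no effect and no enzyme for full effect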
WT yeast gro inh mutant strain = second read-out of WT yeast gro inh, no call of its own (marks repeat the call); inhibition, %; mitochondrial fusion phenotypic screen, mutant strain inhibition
An asterisk follows results filed as active; i = inactive; . = no result given. Unless noted, no stated cut-off is given here; in the data, active means inhibition above about 50%; inactive means the rest. Compounds as they come. Share with any hit: about 3.7%.

SMILES	P. falciparum M1AAP	Yfh1-off respiration	P. falciparum M17LAP	XIAP antagonists	TNAP activation fold	human PMI inhibition	human PMI inhibitors	WT yeast gro inh	WT yeast gro inh mutant strain	LYP inhibition
Cc1ccc(S(=O)(=O)c2ccc(Cl)cc2)cc1S(=O)(=O)NC(C)C(=O)O (stereo not given)	4.3%	i	21.2%	-4.4%	1.1	-6.0%	0.6%	-5.6	3.4	-0.5%
CCN(CC)CCN1C(=O)C(=O)/C(=C(/O)c2c(C)[nH]c(C(=O)OC)c2C)C1c1cccs1 (stereo not given)	8.7%	i	5.5%	-6.5%	1.2	-9.5%	-6.4%	-8.7	-27.4	-3.0%
CN(C(=O)COC(=O)CNC(=O)c1sc2ccccc2c1Cl)c1ccccc1	1.2%	i	-5.2%	-8.4%	1	-4.5%	-2.8%	3.9	-18.2	-0.8%
COc1ccc(C(=O)NC(=O)COC(=O)c2ccc3ncsc3c2)cc1	2.6%	i	5.9%	1.1%	1.2	5.1%	-17.3%	-14.4	-26.1	-4.8%
COc1cc(OC)c(C(=O)NC2CC(C)(C)NC(C)(C)C2)cc1OC	6.4%	.	-1.4%	-1.7%	1.2	14.0%	14.0%	-11.6	-7.2	-1.8%
COc1ccc([N+](=O)[O-])cc1NC(=O)COC(=O)c1ccccn1	9.4%	i	1.4%	-9.4%	1.1	-6.4%	-4.2%	-5.4	21.4	-5.4%
COc1ccc(-c2c(N)n[nH]c2C)cc1OC	2.0%	i	-4.7%	-9.1%	1.1	-47.5%	-40.6%	1.6	-9.7	-5.4%
CCOC(=O)COc1ccc(S(=O)(=O)N2CCc3ccccc3C2)cc1	-5.7%	i	-16.1%	-1.4%	1.2	9.7%	10.4%	0.9	2.8	-6.6%
Cc1ccc(-n2cc(CN(C)Cc3ncc[nH]3)c(-c3cccc(C)c3)n2)cc1	1.8%	i	-1.5%	2.7%	1.9	.	.	58.7*	40.1*	-2.9%
Clc1cnc2nc(SC/C=C/c3ccccc3)[nH]c2c1	1.9%	i	2.5%	.	.	.	.	.	.	-11.2%
c1ccc(CCN(Cc2ccccc2)Cc2nc(C3CC3)no2)cc1	-2.3%	i	0.4%	-7.6%	1.1	.	.	34.3	-0.6	-9.0%
Cc1cc(-c2nc3cccnc3s2)ccc1NS(=O)(=O)c1ccc2c(c1)OCCO2	19.3%	i	-7.4%	-9.1%	1.1	17.0%	13.7%	28.3	8.6	-12.8%
CN1/C(=C\C(=O)COC(=O)c2ccco2)C(C)(C)c2ccccc21	13.1%	i	-2.1%	-6.3%	1	0.4%	0.2%	17.0	22.4	-2.6%
CC(C)(C)Nc1nc2nonc2nc1NC(C)(C)C	5.1%	i	-12.3%	-0.6%	1.2	10.6%	8.4%	-8.0	4.3	-7.1%
C=C(C)[C@@H]1CC=C(CN2CCC(CCOC)(C(=O)OCC)CC2)CC1	3.1%	i	-7.1%	-14.9%	1	6.0%	8.8%	3.9	20.1	-4.9%
CCOc1ccc(NC(=O)CCC(=O)c2ccc(-c3ccccc3)cc2)cc1	3.6%	i	5.5%	-4.9%	1.1	2.4%	-7.4%	-20.3	-4.4	-5.1%
c1ccc(-c2nnc(-c3ccco3)n2-c2ccccc2)cc1	4.5%	i	-4.0%	-16.0%	1	-2.1%	-2.8%	-16.8	-2.0	-1.7%
CC(C)(C)c1cc(C(F)(F)F)nc(SCCCNC(=O)c2ccco2)n1	8.6%	i	-0.1%	-2.2%	1.1	6.0%	3.7%	20.3	27.6	-3.4%
O=C(CCN1CCCCCC1)Nc1ccccc1F	2.8%	i	3.2%	.	.	.	.	-13.9	4.0	.
Nc1ncn(-c2ncc(C(F)(F)F)cc2Cl)n1	-0.8%	i	-0.1%	-2.3%	1	11.0%	2.9%	4.5	8.3	-6.3%
Cc1ccc(N(CC(=O)NCc2ccncc2)S(C)(=O)=O)cc1Cl	6.7%	i	-2.5%	-6.1%	1.1	-1.8%	-9.7%	1.5	-8.5	-6.8%
CC(C)(C)C1=Nn2c(nnc2-c2n[nH]c3c2CCC3)SC1	6.4%	i	-1.6%	-5.5%	1.1	75.8%*	.	13.9	14.9	0.3%
CCn1cc(C(=O)NCCCN2CCC(C)CC2)c2cc(OC)c(OC)cc2c1=O	7.1%	i	1.4%	0.0%	1.2	12.4%	17.1%	9.7	-4.2	-3.5%

Looked up by structure from above (two):
SMILES	P. falciparum M1AAP	Yfh1-off respiration	P. falciparum M17LAP	XIAP antagonists	TNAP activation fold	human PMI inhibition	human PMI inhibitors	WT yeast gro inh	WT yeast gro inh mutant strain	LYP inhibition
CCOc1ccc(NC(=O)CCC(=O)c2ccc(-c3ccccc3)cc2)cc1	3.6%	i	5.5%	-4.9%	1.1	2.4%	-7.4%	-20.3	-4.4	-5.1%
CN(C(=O)COC(=O)CNC(=O)c1sc2ccccc2c1Cl)c1ccccc1	1.2%	i	-5.2%	-8.4%	1	-4.5%	-2.8%	3.9	-18.2	-0.8%

Part of the list above, with values under each structure.
Values in the order – P. falciparum M1AAP	Yfh1-off respiration	P. falciparum M17LAP	XIAP antagonists	TNAP activation fold	human PMI inhibition	human PMI inhibitors	WT yeast gro inh	WT yeast gro inh mutant strain	LYP inhibition
- Cc1ccc(S(=O)(=O)c2ccc(Cl)cc2)cc1S(=O)(=O)NC(C)C(=O)O (stereo not given)
 : 4.3%	i	21.2%	-4.4%	1.1	-6.0%	0.6%	-5.6	3.4	-0.5%
- CCN(CC)CCN1C(=O)C(=O)/C(=C(/O)c2c(C)[nH]c(C(=O)OC)c2C)C1c1cccs1 (stereo not given)
 : 8.7%	i	5.5%	-6.5%	1.2	-9.5%	-6.4%	-8.7	-27.4	-3.0%
- CN(C(=O)COC(=O)CNC(=O)c1sc2ccccc2c1Cl)c1ccccc1
 : 1.2%	i	-5.2%	-8.4%	1	-4.5%	-2.8%	3.9	-18.2	-0.8%
- COc1ccc(C(=O)NC(=O)COC(=O)c2ccc3ncsc3c2)cc1
 : 2.6%	i	5.9%	1.1%	1.2	5.1%	-17.3%	-14.4	-26.1	-4.8%
- COc1cc(OC)c(C(=O)NC2CC(C)(C)NC(C)(C)C2)cc1OC
 : 6.4%	.	-1.4%	-1.7%	1.2	14.0%	14.0%	-11.6	-7.2	-1.8%
- COc1ccc([N+](=O)[O-])cc1NC(=O)COC(=O)c1ccccn1
 : 9.4%	i	1.4%	-9.4%	1.1	-6.4%	-4.2%	-5.4	21.4	-5.4%
- COc1ccc(-c2c(N)n[nH]c2C)cc1OC
 : 2.0%	i	-4.7%	-9.1%	1.1	-47.5%	-40.6%	1.6	-9.7	-5.4%
- CCOC(=O)COc1ccc(S(=O)(=O)N2CCc3ccccc3C2)cc1
 : -5.7%	i	-16.1%	-1.4%	1.2	9.7%	10.4%	0.9	2.8	-6.6%
- Cc1ccc(-n2cc(CN(C)Cc3ncc[nH]3)c(-c3cccc(C)c3)n2)cc1
 : 1.8%	i	-1.5%	2.7%	1.9	.	.	58.7*	40.1*	-2.9%

Bioassay records deposited in PubChem BioAssay by several laboratories.
